ERK AVP block = qHTS Assay for Inhibitors of the ERK Signaling Pathway using a Homogeneous Screening Assay; HEK293-V1b, vasopressin-stimulated pERK AlphaScreen; Potency, µM (series often up to 57.5 µM), without a hit: at the highest dose activity, negative = inhibition, actives largely listed as inhibitors; hit rate 0.99% among 72,000; AID 995, 2007; also: potency is read from the fitted curve at half-maximal effect; % is scaled to controls: 0 for no effect and ±100 for the full control effect; nearly all actives have a fitted effect of over 55% in size
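Phosphorylated ERK1/2 detected via AlphaScreen bead proximity in lysates of V1b-expressing HEK293 cells given 25 nM vasopressin for 5 min after 30 min compound exposure (37 °C). AC50 from Hill equation; basal DMSO 0%, vasopressin 100%.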
CRE Fsk mod = Cell signaling CRE-BLA (Fsk stim). CHO CRE-bla reporter (cAMP response element driving beta-lactamase), forskolin EC10, beta-lactamase ratio. Potency, µM (top dose mostly 38.2 µM), for inactives: at the highest dose activity change, negative = inhibition, usual class: activators. hit rate 2.5% among 71,000. AID 662, 2007; active = well fitted activation curve with a large enough effect in the signal ratio, with a control signal flat, not every such curve was filed as active; inconclusive = small, poorly fitted or top-dose-only effect, or effect the other way, or a change in a side signal; the % refers to the signal ratio; also: potency is read from the fitted curve at half-maximal effect; % of control where 0% means no effect
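Modulation of forskolin-driven signalling is measured in CHO cells carrying a CRE-controlled beta-lactamase reporter. Cells are stimulated with EC10 NKH 477 in the presence of titrated compound for 3 h at 37 °C, then loaded with CCF4 for 2 h at room temperature.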
BRCT PPI green = qHTS Assay for Inhibitors of BRCT-Phosphoprotein Interaction (Green Fluorophore) | Breast cancer type 1 susceptibility protein (Homo sapiens), P38398 | BRCA1 BRCT-phosphopeptide binding, green fluorescence polarization | Potency, µM (series often up to 76.9 µM), for inactives: top-dose activity change, negative = inhibition, actives largely listed as inhibitors | hit rate 0.05% among 75,000 | AID 875, 2007;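 also: potency is read from the fitted curve at half-maximal effect; plate controls were peptide without protein for full effect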
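Compounds were incubated for 12 min at room temperature with a complex of 100 nM fluorescein-tagged pBACH1 decapeptide and 250 nM His-tagged BRCT protein. Buffer was phosphate pH 7.3 with EDTA, DTT and Tween 20. Disruption of binding lowers the polarization signal.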
BRCT inh red = qHTS Assay for Inhibitors of BRCT-Phosphoprotein Interaction (Red Fluorophore) | Breast cancer type 1 susceptibility protein (Homo sapiens), P38398 | BRCT-phosphopeptide binding, red fluorescence polarization | Potency, µM (series often up to 76.9 µM), inactives show at the highest dose activity change, negative = inhibition, usual class: inhibitors | hit rate 0.03% among 75,000 | AID 892, 2007; also: % is scaled to controls: 0 for no effect and ±100 for the full control effect
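Fluorescence polarization: 100 nM His-tagged BRCA1 BRCT with 100 nM TAMRA-labelled phospho-BACH1 decapeptide, phosphate buffer pH 7.3 with 150 mM NaCl, DTT, 0.01% Tween 20; 12 min RT. Binding inhibition seen as FP decrease.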
Luciferase inh = qHTS Assay for Inhibitors of Firefly Luciferase; purified firefly luciferase, luminescence, 8 min; Potency, µM (doses to about 57.1 µM), for the others: at the highest dose activity change, negative = inhibition, usual class: inhibitors; hit rate 2.2% among 72,000; AID 411, 2009; also: potency is read from the fitted curve at half-maximal effect; % is scaled to controls: 0 for no effect and ±100 for the full control effect; nearly all actives have a fitted effect of over 40% in size
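Inhibition of light generation by firefly luciferase from ATP and luciferin was profiled with concentration-response curves per sample, ATP held at 10 uM within the enzyme's linear range. Plates were read by luminescence after an 8-minute ambient incubation.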
Tau filament bind = qHTS Assay for Tau Filament Binding | AID 596, 2007 | hit rate 2% among 71,000 | Microtubule-associated protein tau (Homo sapiens), P10636 | Potency, µM (top dose mostly 57.1 µM), for inactives: at the top dose activity change, negative = inhibition | recombinant tau filaments, thioflavin S fluorescence, 15 h; filaments grown with octadecylsulfate alongside compound;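 also: potency is read from the fitted curve at half-maximal effect; % is scaled to controls: 0 for no effect and ±100 for the full control effect; actives lower thioflavin S fluorescence by blocking filaments or displacing dye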
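Assay mix: 1 uM His-tagged tau, 30 uM sodium octadecylsulfate, thioflavine S dye in HEPES/NaCl/DTT buffer. Compound is added prior to the inducer. Fluorescence after 15 h at 37 C.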
A350 fluor = qHTS Assay for Spectroscopic Profiling in A350 Spectral Region. Compound autofluorescence, 340/450 nm, Alexa 350 dye-equivalents; active compounds read high. max dye-equivalent concentration, M. hit rate 11% among 59,000; in the data active = max dye-equivalent concentration above about 10 nM; inconclusive = mostly about 1.1 nM to 9.6 nM
USP2a inh = qHTS Assay for Inhibitors of Ubiquitin-specific Protease USP2a | Ubiquitin carboxyl-terminal hydrolase 2 (Homo sapiens), O75604 | USP2a enzymatic assay, qHTS inhibition | Potency, µM (titrated, usually from 38.3 µM), inactives show top-dose activity change, negative = inhibition, most hits filed as inhibitors | hit rate 0.1% among 60,000 | AID 927, 2007;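 also: potency is read from the fitted curve at half-maximal effect; nearly all actives have a fitted effect of over 60% in size; plate controls were DMSO for no effect and NEM full inhibition control for full effect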
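Inhibition is measured in a cell-free coupled assay with 20 nM USP2 core, 20 nM Ub-PLA2 and 20 uM NBD C6-HPC, 2.5 h incubation. Activity normalized to NEM control.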
Casp1 inh = qHTS Assay for Allosteric/Competitive Inhibitors of Caspase-1 | Potency, µM (titrated, usually from 57.5 µM), for inactives: top-dose activity change, negative = inhibition, hits mostly inhibitors | Caspase-1 enzyme, Ac-WEHD-AFC fluorogenic rate | hit rate 0.03% among 75,000;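 also: potency is read from the fitted curve at half-maximal effect; plate controls were vehicle for no effect and no substrate for full effect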
Target sequence (P29466 120-297 limits assumed): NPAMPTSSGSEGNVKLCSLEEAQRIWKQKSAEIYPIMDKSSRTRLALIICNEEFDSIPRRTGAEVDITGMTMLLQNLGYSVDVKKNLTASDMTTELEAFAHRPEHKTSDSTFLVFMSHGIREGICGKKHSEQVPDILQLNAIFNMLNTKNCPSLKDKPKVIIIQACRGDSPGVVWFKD
Target sequence (P29466 317-404 limits assumed): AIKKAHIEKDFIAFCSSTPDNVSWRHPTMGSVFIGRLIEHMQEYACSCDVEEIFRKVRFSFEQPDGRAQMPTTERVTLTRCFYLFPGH
HEK293 cAMP cs = qHTS Assay for Agonists of the Thyroid Stimulating Hormone Receptor: Activators of Intracellular cAMP Concentrations in Parental HEK 293; parental HEK293 CNG cAMP sensor, membrane potential fluorescence; hit rate 2.5% among 73,000; AID 938, 2007; Potency, µM (series often up to 57.1 µM), for inactives: at the highest dose activation, usual class: activators; also: potency is read from the fitted curve at half-maximal effect; % of control where 0% means no effect; nearly all actives have a fitted effect of over 55% in size
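Parental HEK 293 cells stably expressing a cAMP-gated CNG channel were loaded with membrane potential dye containing 100 uM RO 20-1724 for 60 min. Compound added for 30 min; depolarization read as fluorescence intensity at 590 nm.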
Caspase-7 inhib = qHTS Assay for Allosteric/Competitive Inhibitors of Caspase-7 | hit rate 0.02% among 75,000 | recombinant caspase-7, Ac-DEVD-AFC fluorescence rate | P55210 | Potency, µM (titrated, usually from 57.5 µM), for inactives: at the highest dose activity change, negative = inhibition, actives largely listed as inhibitors; active = well fitted inhibition curve with a large enough effect in the main read-out, with a control signal flat, not every such curve was filed as active; inconclusive = small, poorly fitted or top-dose-only effect, or a change in a side signal; also: potency is read from the fitted curve at half-maximal effect; % of control where 0% means no effect
Target sequence (P55210 24-198 limits assumed): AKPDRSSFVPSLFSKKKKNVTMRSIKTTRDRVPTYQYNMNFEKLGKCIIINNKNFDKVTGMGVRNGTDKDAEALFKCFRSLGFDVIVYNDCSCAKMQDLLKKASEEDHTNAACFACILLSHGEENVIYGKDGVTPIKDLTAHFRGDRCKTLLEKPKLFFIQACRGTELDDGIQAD
Target sequence (P55210 207-303 limits assumed): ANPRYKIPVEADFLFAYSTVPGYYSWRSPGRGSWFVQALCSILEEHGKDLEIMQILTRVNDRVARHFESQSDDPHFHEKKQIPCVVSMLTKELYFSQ
Numbers without * were called inactive; [ ] = dose if it differs, or a comment. Unless noted, calls follow the shape of the dose curve; as a rule, active = well fitted curve in the direction sought with a large enough effect; inconclusive = small, poorly fitted or top-dose-only effect, or another doubt; inactive = no such curve, though single readings can be large; an effect the other way counts as inactive or inconclusive.

Cc1cccc2sc(NC(=O)C3CCCN(S(=O)(=O)c4cccc5nonc45)C3)nc12 (stereo unspecified) was read as ERK AVP block 15%, CRE Fsk mod -8%, BRCT PPI green 12%, BRCT inh red 0.4%, Luciferase inh 0%, Tau filament bind -6%, A350 fluor inactive, USP2a inh 19%, Casp1 inh -1%, HEK293 cAMP cs -9% and Caspase-7 inhib -3%.
CCOc1ccc(S(=O)(=O)NCCC(=O)OCN2C(=O)c3ccccc3C2=O)cc1 was read as ERK AVP block 3%, CRE Fsk mod inconclusive, BRCT PPI green -0.8%, BRCT inh red 0.6%, Luciferase inh 1%, Tau filament bind 1%, A350 fluor inconclusive, USP2a inh 2%, Casp1 inh -1%, HEK293 cAMP cs 17% and Caspase-7 inhib 0%.
For CCc1nnc(NC(=O)CSc2nnc(-c3cc4ccccc4cc3O)n2CCOC)s1 the results were ERK AVP block 1%, CRE Fsk mod inconclusive, BRCT PPI green -0.5%, BRCT inh red -0.1%, Luciferase inh 2%, Tau filament bind 0%, A350 fluor inconclusive, USP2a inh 21%, Casp1 inh 1%, HEK293 cAMP cs 4% and Caspase-7 inhib 1%.
CCN(CC)c1ccc(NC(=O)Nc2cccc(C(C)=O)c2)cc1 was read as ERK AVP block inconclusive, CRE Fsk mod -7%, BRCT PPI green 0.6%, BRCT inh red 1.8%, Luciferase inh 7.9µM*, Tau filament bind 20µM*, A350 fluor inactive, USP2a inh 38%[activator], Casp1 inh -2%, HEK293 cAMP cs -13% and Caspase-7 inhib -8%.
Screening O=C(NC1CCCCC1)c1ccc(N2CCCC2=O)cc1 returned ERK AVP block 10%, CRE Fsk mod 2%, BRCT PPI green 1.8%, BRCT inh red 0.0%, Luciferase inh -11%, Tau filament bind -8%, A350 fluor inactive, USP2a inh 3%, Casp1 inh 1%, HEK293 cAMP cs inconclusive and Caspase-7 inhib 0%.
`CC(=O)N1c2c(cc(Br)cc2S(=O)(=O)N2CCN(C(=O)c3ccco3)CC2)CC1C` (stereo unspecified) gave ERK AVP block -17%, CRE Fsk mod 2%, BRCT PPI green 0.5%, BRCT inh red -0.3%, Luciferase inh 1%, Tau filament bind -2%, A350 fluor inactive, USP2a inh 18%, Casp1 inh 0%, HEK293 cAMP cs -3% and Caspase-7 inhib -1%.
`CC1=CC(=O)C2=C(C)CC[C@@H]3[C@@H](OC(=O)[C@H]3C)[C@H]12` gave ERK AVP block -22%[25.7 µM], CRE Fsk mod 8%[17.1 µM], BRCT PPI green 0.0%[34.4 µM], BRCT inh red 0.8%[34.4 µM], Luciferase inh 0%[25.5 µM], Tau filament bind -7%[25.6 µM], A350 fluor inactive, USP2a inh 8%[17.1 µM], Casp1 inh -4%[25.7 µM], HEK293 cAMP cs 3%[25.6 µM] and Caspase-7 inhib 2%[25.7 µM].
Screening COC(=O)c1cc(NCc2c(F)cccc2Cl)ccc1N1CCOCC1 returned ERK AVP block inconclusive, CRE Fsk mod inconclusive, BRCT PPI green 0.8%, BRCT inh red -3.3%, Luciferase inh 2%, Tau filament bind inconclusive, A350 fluor inconclusive, USP2a inh -2%, Casp1 inh -11%, HEK293 cAMP cs -3% and Caspase-7 inhib -17%.
`O=C(NC(C(=O)O)c1ccccc1)c1ccc(S(=O)(=O)N2CCOCC2)cc1` (stereo unspecified) gave ERK AVP block -14%, CRE Fsk mod -4%, BRCT PPI green -3.2%, BRCT inh red -1.3%, Luciferase inh 0%, Tau filament bind 5%, A350 fluor inactive, USP2a inh -5%, Casp1 inh 1%, HEK293 cAMP cs 8% and Caspase-7 inhib 3%.
For O=C(Nc1ccc2c(c1)OCCO2)C1CCCN(c2ncccn2)C1 (stereo unspecified) the results were ERK AVP block -12%, CRE Fsk mod inconclusive, BRCT PPI green -0.8%, BRCT inh red -3.0%, Luciferase inh 10µM*, Tau filament bind 8%, A350 fluor inconclusive, USP2a inh 4%, Casp1 inh 5%, HEK293 cAMP cs 12% and Caspase-7 inhib -2%.
For CCOc1ccc(NC(=O)C2CCCN(S(=O)(=O)c3c(C)nn(C)c3C)C2)cc1 (stereo unspecified) the results were ERK AVP block -24%, CRE Fsk mod -3%, BRCT PPI green -0.8%, BRCT inh red -1.1%, Luciferase inh -6%, Tau filament bind inconclusive, Casp1 inh 0%, HEK293 cAMP cs 11% and Caspase-7 inhib -1%.
Screening Cc1ccc2cc3c(nc2c1)N(Cc1ccco1)CC3 returned ERK AVP block -23%, CRE Fsk mod inconclusive, BRCT PPI green -4.5%, BRCT inh red -1.1%, Luciferase inh 3%, Tau filament bind 4%, A350 fluor inconclusive, USP2a inh 10%, Casp1 inh -1%, HEK293 cAMP cs inconclusive and Caspase-7 inhib -1%.
`COCCNC(=O)CN1c2ccccc2CC1C` (stereo unspecified) gave ERK AVP block -1%, CRE Fsk mod -4%, BRCT PPI green -0.9%, BRCT inh red -1.6%, Luciferase inh 1%, Tau filament bind -16%, A350 fluor inactive, USP2a inh -2%, Casp1 inh 1%, HEK293 cAMP cs -8% and Caspase-7 inhib -2%.
For CC(C)(Oc1ccc(-c2ccco2)cc1)C(=O)O the results were ERK AVP block -8%, CRE Fsk mod 3%, BRCT PPI green -1.9%, BRCT inh red -0.2%, Luciferase inh -1%, Tau filament bind 8%, USP2a inh 0%, Casp1 inh -3%, HEK293 cAMP cs inconclusive and Caspase-7 inhib 0%.
`CCc1ccc(S(=O)(=O)NCCc2cn3ccccc3n2)s1` gave ERK AVP block 22%, CRE Fsk mod -7%, BRCT PPI green -0.9%, BRCT inh red 0.2%, Luciferase inh -3%, Tau filament bind -1%, A350 fluor inactive, USP2a inh 9%, Casp1 inh 1%, HEK293 cAMP cs 16% and Caspase-7 inhib -2%.
`O=C(c1ccncc1)N1CCC2(CC1)CCN(C(c1ccccc1)c1ccccc1)CC2` gave ERK AVP block -26%, CRE Fsk mod -9%, BRCT PPI green -0.6%, BRCT inh red -0.1%, Luciferase inh 1%[11.4 µM], Tau filament bind 13%, A350 fluor inactive, USP2a inh 64%[activator], Casp1 inh 2%, HEK293 cAMP cs 0% and Caspase-7 inhib 0%.
For N#CCCN1CCN(S(=O)(=O)c2ccc(C#N)cc2)CC1 the results were ERK AVP block 16%, CRE Fsk mod -2%, BRCT PPI green -7.2%, BRCT inh red 1.0%, Luciferase inh 0%, Tau filament bind 3%, A350 fluor inactive, USP2a inh 8%, Casp1 inh 2%, HEK293 cAMP cs 3% and Caspase-7 inhib 2%.
`Cc1cnc(C(=O)OCC(=O)NC2CCCC(C)C2C)cn1` (stereo unspecified) gave ERK AVP block 5%, CRE Fsk mod -9%, BRCT PPI green -0.4%, BRCT inh red -1.4%, Luciferase inh 2%, Tau filament bind -1%, A350 fluor inactive, USP2a inh 11%, Casp1 inh 1%, HEK293 cAMP cs -3% and Caspase-7 inhib -1%.
CCOc1cc(C2/C(=C(\O)c3cc(C)ccc3C)C(=O)C(=O)N2CCN(C)C)ccc1O (stereo unspecified) was read as ERK AVP block 0%, CRE Fsk mod -2%, BRCT PPI green -0.4%, BRCT inh red 1.1%, Luciferase inh 3%, Tau filament bind 7%, A350 fluor inactive, USP2a inh 1%, Casp1 inh -1%, HEK293 cAMP cs 4% and Caspase-7 inhib -2%.
Screening O=C(CCCc1ccccc1)NC1CCSC1=O (stereo unspecified) returned ERK AVP block -6%, CRE Fsk mod inconclusive, BRCT PPI green -1.6%, BRCT inh red -0.9%, Luciferase inh 1%, Tau filament bind -7%[11.4 µM], USP2a inh -2%[7.66 µM], Casp1 inh -10%, HEK293 cAMP cs 4%[11.4 µM] and Caspase-7 inhib 2%.
